Hsp70 inhibitors = Hsp70 inhibitors, probe displacement, primary screen, biochemical, fluorescence polarization (AID 583); Heat shock 70 kDa protein 1A (Homo sapiens); Hsp70 fluorescence polarization probe displacement, mP; higher % means a stronger effect; one-dose displacement, % at 20 µM; IC50 in µM for titrated hits; 140,000 tested, 0.06% active; in the data active means displacement above about 50%;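 further: plate controls were vehicle for no effect and reference ligand for full effect; a part of the inactive calls stands beside numbers as strong as those of hits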
MKP-3 inhibition = MKP-3 phosphatase inhibitors, primary screen, biochemical, rat enzyme, in vitro (AID 425); Dual specificity protein phosphatase 6 (Rattus norvegicus); recombinant MKP-3 phosphatase activity, fluorescence; higher % means a stronger effect; one-dose inhibition, % at 20 µM; IC50 in µM for titrated hits; 110,000 tested, 0.17% active; in the data active means inhibition above about 50%;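 further: plate controls were vehicle for no effect and reference inhibitor for full effect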
The depositor's hits bear a star; . = not tested or not shown.

The opening 2 records, to show the layout:
The line under a structure holds: Hsp70 inhibitors | MKP-3 inhibition
> C=CCNc1nc(NCc2ccco2)nc(OCC)n1
  2.9% | 2%
> Cc1ccc(C)c(N2CC(C(=O)Nc3ccc(Br)cc3)CC2=O)c1 (configuration not stated)
  -0.9% | 2%

The listing (from the top)
The line under a structure holds: Hsp70 inhibitors | MKP-3 inhibition
> C=CCNc1nc(NCc2ccco2)nc(OCC)n1
  2.9% | 2%
> Cc1ccc(C)c(N2CC(C(=O)Nc3ccc(Br)cc3)CC2=O)c1 (configuration not stated)
  -0.9% | 2%
> CCOC(=O)C1CCCN(C(=O)Cc2ccc(OC)c(OC)c2)C1 (configuration not stated)
  -2.3% | 1%
> CCOc1ccccc1N1CCN(C(=O)c2cccc(Cl)c2)CC1
  -1.6% | 0%
> CC(C)(C)c1nc2sc3c(c2c(=O)[nH]1)CCCC3
  -3.8% | 2%
> O=C(OCn1nnc2ccccc2c1=O)c1cn(-c2ccccc2)nc1-c1cccnc1
  0.1% | -2%
> COc1cccc(CNC(=O)c2cc3oc4ccccc4c3n2C)c1OC
  2.9% | -7%
> CCOC(=O)c1c(NC(=O)c2cccs2)sc2c1CC(C)(C)OC2
  5.5% | -8%
> O=C(Nc1ccc2oc(-c3cccc4c(Br)cccc34)nc2c1)c1ccco1
  -2.3% | 4%
> CCCC(C)(C)NC(=O)CCCCC(=O)NC(C)(C)CCC
  5.2% | -9%
> CN(C)/C=C1\N=C(c2ccccc2Br)OC1=O
  -3.2% | 6%
> COC(=O)C1=C(C)n2cnnc2NC1c1ccc(Cl)cc1 (configuration not stated)
  1.3% | -2%
> CCOc1ccccc1NC(=O)CCC(=O)Nc1ccccc1OCC
  0.7% | .
> O=CN1CCC(=O)N(Cc2ccccc2)c2ccccc21
  1.0% | 1%
> COc1ccc(C(=O)c2c(C)oc3ccc(O)cc23)cc1OC
  1.5% | 1%
> O=C1CC(CC(=C2C(=O)CCCC2=O)N2CCCC2)CC(=O)N1
  0.1% | 0%
> O=C(c1ccc2c(=O)n(CC3CCCO3)c(=S)[nH]c2c1)N1CCN(c2ccccc2)CC1 (configuration not stated)
  -3.0% | 7%
> Cc1ccccc1C(=O)N/C(=C/c1ccc(-c2cccnc2Cl)o1)C(=O)NCCCN1CCN(C)CC1
  7.6% | .
> CCC(=O)Nc1nc(C)nc(C)c1C(C)=O
  -3.2% | -7%
> COc1cc(OC)c(C(=O)Nc2ncn[nH]2)cc1OC
  -4.0% | 4%
> CCC(=O)N1c2ccccc2NC2=C(C(=O)CC(C)(C)C2)C1c1ccc(-c2cccc([N+](=O)[O-])c2)o1 (configuration not stated)
  -3.7% | 1%
> O=C(NCc1cccs1)c1cnc2sccn2c1=O
  . | -2%
> CCOC(=O)CSc1nnc(-c2ccc(Cl)cc2Cl)o1
  -0.6% | -3%
> CCOC(=O)c1c(N)sc(C)c1-c1ccc(CC(C)C)cc1
  -1.7% | 6%
> CC(C)NC(=O)c1ccc(C2SCC(=O)N2Cc2ccccc2)cc1 (configuration not stated)
  -3.4% | .
> COc1ccc(C(=O)ON=C2c3ccccc3-c3ccccc32)cc1[N+](=O)[O-]
  1.3% | 2%
> O=C1CC(c2ccco2)CC(O)=C1C=NCC1NCCc2ccccc21 (configuration not stated)
  3.5% | 2%
> CC12CN3CCN(C1)CC(C)(C3)C2NC(=S)Nc1ccccc1 (configuration not stated)
  -1.9% | 4%
> Cc1c(C(=O)N2CCN(C)CC2)oc2c1C(=O)CC(C)(C)C2
  . | -13%
> O=C(Cn1nnc2ccccc2c1=O)Nc1ccc2c(c1)CCC2
  -5.3% | -5%
> CCN(CC)CC(=O)NC12CC3CC(CC(C3)C1)C2
  7.2% | .
> COc1ccc(-c2[nH]nc(-c3ccccc3)c2-c2nc3ccccc3[nH]2)cc1
  5.1% | .
> CCOC(=O)C1CCCN(Cc2cc(Br)c(OC)cc2OC)C1 (configuration not stated)
  9.5% | -16%
> COCCCNC(=O)c1cc2c(-c3ccc(Cl)cc3)nn(C)c2s1
  9.5% | -6%
> COc1ccc(CNc2cccc(C)c2)cc1Br
  1.0% | 0%
> COc1cccc(S(=O)(=O)Nc2ccc3sc(C)nc3c2)c1
  . | 4%
> CCNC(=O)c1c(O)c2cccc3c2n(c1=O)CC3
  4.7% | -2%
> Cc1cc(C)n(-c2cc(N3CCOCC3)nc(-c3ccccc3)n2)n1
  0.1% | -5%
> COc1ccccc1-c1nnc(NC(=O)Nc2ccc(Cl)c(Cl)c2)s1
  2.0% | 3%
> O=C1c2ccccc2C(=O)N1CC1=CCS(=O)(=O)C1
  2.2% | -5%
> CC(C)NC(=O)CCCc1ccccc1
  -1.6% | -9%
> CCN(CC)CCCNC(=O)c1cc(-c2ccc(O)cc2)on1
  -1.8% | -11%
> Cc1ccc(/C=C2\C(=O)NC(=S)N(c3ccc(C)cc3)C2=O)cc1
  4.1% | 2%
> COc1ccccc1C(=O)N/N=C/c1ccc(N2Cc3cc(C)c(C)cc3C2)cc1
  -3.1% | 6%
> CC(C)(C)c1nc2ccccc2c2nnc(SCC(=O)NCc3ccco3)n12
  -1.6% | -11%
> O=C(NCc1ccco1)c1c(O)c2cccc3c2n(c1=O)CCC3
  3.8% | -14%
> CCCCc1cc(O)c(CCCC)c(O)c1
  6.3% | 0%
> CN(/C=C/C=C1\CC/C(=C\C=C\N(C)c2ccccc2)C1=O)c1ccccc1
  -15% | 14%
> Cc1ccccc1-c1nc2ccccc2c(=O)n1/N=C/c1ccc([N+](=O)[O-])cc1
  0.7% | -1%
> COc1ccccc1NC(=O)c1nnn(CC(=O)Nc2ccccc2)c1N
  -0.4% | 2%
> CC(C)OC(=O)CCC(=O)Nc1nc2ccccc2s1
  -4.6% | 0%
> CC(=O)Nc1cccc(C(=O)N2CCN(Cc3ccccc3)CC2)c1
  3.3% | 1%
> COc1ccc(-c2nnc(NC(=O)c3ccccc3C)s2)cc1OC
  9.7% | 1%
> COc1ccc(NCN2C(=O)S/C(=C/c3ccc(SC)cc3)C2=O)cc1
  7.2% | 0%
> CC(C)C(=O)Nc1ncc2c(n1)CC(c1ccccc1)CC2=O (configuration not stated)
  0.1% | 2%
> O=C(Nc1ccc2c(c1)OCO2)N1CCN(c2ncccn2)CC1
  0.0% | -7%
> COc1cc(C(=O)OC(C)CN2CCCC2)cc(OC)c1OC (configuration not stated)
  -3.0% | 0%
> CC(NS(=O)(=O)c1ccc(OCC(=O)N2CCOCC2)cc1)c1ccccc1 (configuration not stated)
  2.7% | -3%
> Cc1ccc2ccccc2c1Cn1c(-n2ccnc2)nc2c1c(=O)n(C)c(=O)n2C
  0.3% | .
> CCOC(=O)CSc1nc2c(c(=O)[nH]c(=O)n2C)n1CCCc1ccccc1
  0.2% | -2%

Two entries from above, reformatted.
Hsp70 inhibitors,MKP-3 inhibition,canonical_smiles
2.7%,-3%,CC(NS(=O)(=O)c1ccc(OCC(=O)N2CCOCC2)cc1)c1ccccc1 (configuration not stated)
-1.6%,-9%,CC(C)NC(=O)CCCc1ccccc1

Further compounds
The line under a structure holds: Hsp70 inhibitors | MKP-3 inhibition
> Cc1cccc(N2CCN(C(=O)c3ccc4nc(-c5ccco5)c(-c5ccco5)nc4c3)CC2C)c1 (configuration not stated)
  10% | .
> CC(=O)Nc1cccc(OCC(=O)NS(=O)(=O)c2ccc(C)cc2)c1
  12% | -2%
> Cc1csc(N(C)C(=O)CSc2nnc(COc3cccc4ccccc34)o2)n1
  2.4% | -3%
> Cc1cc(C)n2nc(C(=O)Nc3ccccc3N3CCOCC3)nc2n1
  -1.6% | -11%
> Cc1cc(NC(=O)CCC(=O)N(c2cccnc2)C(C(=O)NC2CCCC2)c2ccccc2F)no1 (configuration not stated)
  -2.7% | -4%
> O=C(Nc1ccncc1)C1CCCN(S(=O)(=O)c2cccc3cccnc23)C1 (configuration not stated)
  . | -10%
> O=C(OCC(=O)N1CCN(C(=O)c2ccco2)CC1)c1ccccc1OCc1ccccc1
  5.4% | 4%
> CCOC(=O)c1sc(NC(=O)COc2ccc(Cl)cc2C)c(C(=O)OCC)c1C
  -3.1% | 4%
> O=C(O)c1ccc(-c2ccc([N+](=O)[O-])cc2Cl)o1
  0.7% | 4%
> O=C1c2ccc3c4c(ccc(c24)C(=O)N1CCOc1ccccc1)CC3
  . | 2%
> CCCc1cc(NCCCCO)n2c(nc3ccccc32)c1C#N
  3.8% | 2%
> COc1cccc(C(c2sc3nc(C)nn3c2O)N2CCN(C(=O)c3ccco3)CC2)c1 (configuration not stated)
  0.1% | -4%
> COc1ccc(-n2c(=O)c3c4c(sc3n3c(SCC(N)=O)nnc23)COC(C)(C)C4)cc1
  -1.1% | 0%
> CCOC(=O)COc1c(OC)cc(Cl)cc1C1NC(=O)NC(C)=C1C(C)=O (configuration not stated)
  -1.6% | -12%
> CCCOC(=O)c1c(-c2ccc(OC)c(OC)c2)csc1N
  -0.3% | 4%
> CCC(c1nnnn1CCC(C)C)N1CCC(C(N)=O)CC1 (configuration not stated)
  -2.1% | -1%
> O=C(OCn1nnc2ccccc2c1=O)c1ccc(S(=O)(=O)N2CCOCC2)cc1
  . | 7%
> Cn1c(=O)[nH]c(=O)c2c1nc(NCCCO)n2Cc1ccc(F)cc1
  0.7% | -2%
> Cc1ccc(-c2nn(C)c(=O)c3ccccc23)cc1CO
  3.7% | -1%
> Cc1cccc(OCC(=O)N(Cc2cccs2)C2CCS(=O)(=O)C2)c1C (configuration not stated)
  -1.3% | -1%
> CSc1cccc(NS(=O)(=O)c2ccccc2)c1
  3.4% | 3%
> CC(=O)c1c(C)nc2ccccc2c1N
  -3.6% | -6%
> O=C(Cn1cccc1C(=O)c1ccccc1)NCCN1CCOCC1
  1.4% | -6%
> CCC1CCCCN1C(=O)CSc1nc2c([nH]c3ccccc32)c(=O)n1C (configuration not stated)
  2.1% | .
> Cc1ccc2nnc(Cl)n2n1
  4.1% | -10%
> CCCn1c(SCc2cc(=O)oc3ccc4ccccc4c23)n[nH]c1=O
  -2.0% | -18%
> N#CC1C(C#N)N2CCCN2C1c1ccc(Cl)cc1 (configuration not stated)
  0.4% | .
> O=C(CN1C(=O)/C(=C\c2ccccc2F)SC1=S)Nc1cccc(C(=O)O)c1
  4.2% | 6%
> CCCCN1C(=O)c2ccc(C(=O)Nc3c(N)n(CCCC)c(=O)n(C)c3=O)cc2C1=O
  4.2% | -9%
> COc1ccc(/C=N\NC(=O)c2ccc(Br)cc2)cc1Cl
  -0.7% | 0%

Further results:
SMILES	Hsp70 inhibitors	MKP-3 inhibition
COc1ccc(OCCNC(=O)c2ccc(I)cc2)cc1	-0.4%	1%
CC(C)N=C1NS(=O)(=O)c2cc([N+](=O)[O-])ccc21	-4.4%	-1%
COc1cc(OC)cc(C(=O)OCn2nnc3ccccc3c2=O)c1	-4.8%	-3%
O=C(CCCn1c(SCC(=O)c2ccc(O)c(O)c2)nc2ccccc2c1=O)NCC1CCCO1 (configuration not stated)	-1.3%	-4%
CCOC(=O)C1=C(C)NC(C)=C(C(=O)OCC)C1C(=O)OCC(=O)c1ccc2c(c1)OCCO2	-6.2%	-7%
CN=C(Nc1ccccc1)SC1CC(=O)N(c2cccc(OC)c2)C1=O (configuration not stated)	-0.9%	-1%
Cn1c(=O)cc(OCC(=O)N2CCN(c3cccc(C(F)(F)F)c3)CC2)c2ccccc21	-3.6%	1%
O=C(NCCn1ccc2ccccc21)c1ccc2c(c1)OCO2	0.1%	-12%
O=C(O)c1cc2ccccc2c([N+](=O)[O-])c1O	9.2%	15%
CN(C)/C=N/c1sc2c(c1C#N)CCCC2	3.3%	0%

Some of these compounds in order of SMILES length, lowest first:
SMILES	Hsp70 inhibitors	MKP-3 inhibition
COc1ccc(OCCNC(=O)c2ccc(I)cc2)cc1	-0.4%	1%
O=C(O)c1cc2ccccc2c([N+](=O)[O-])c1O	9.2%	15%
COc1cc(OC)cc(C(=O)OCn2nnc3ccccc3c2=O)c1	-4.8%	-3%
CC(C)N=C1NS(=O)(=O)c2cc([N+](=O)[O-])ccc21	-4.4%	-1%
O=C(CCCn1c(SCC(=O)c2ccc(O)c(O)c2)nc2ccccc2c1=O)NCC1CCCO1 (configuration not stated)	-1.3%	-4%

The list goes on.
SMILES	Hsp70 inhibitors	MKP-3 inhibition
Cc1ccc(NC(=O)CSc2nc3ccc(N)cc3s2)cc1Cl	0.5%	6%
O=S(=O)(CCc1nc2ccccc2[nH]1)c1ccc(Cl)cc1	3.3%	1%
COc1cccc(C(=O)Nc2cc(NC(=O)c3ccco3)ccc2OC)c1	-3.0%	-3%
CCOC(=O)CSc1nnc(CNc2nc(-c3ccccc3)cs2)n1C	0.2%	-4%
C=CCc1c(C)nc(SC)nc1Nc1ccc(C(C)=O)cc1	3.0%	-10%
Cc1ccc(C)c(NC(=O)CCCCCCCCCCC2CCCO2)c1 (configuration not stated)	1.1%	-1%
O=C(CN1C(=O)c2cccc3cccc(c23)C1=O)N1CCCC1	2.1%	2%
c1ccc(CNc2nnnn2-c2ccccc2)cc1	-1.2%	.
O=C(N/N=C/C(Cl)=C/c1ccccc1)c1cnccn1	-11%	.
COc1cccc(C(=O)Nc2ccc(NC(=O)C3CC3)cn2)c1	-4.6%	5%
Cc1c(C(=O)OCC(=O)N2CC(C)OC(C)C2)oc2ccc(Br)cc12 (configuration not stated)	-0.8%	-10%
O=C(O)CC1SC(=Nc2cccc(C(F)(F)F)c2)NC1=O (configuration not stated)	7.9%	0%
Cc1cc(C)cc(N2C(=O)CC(n3ccnc3)C2=O)c1 (configuration not stated)	-3.3%	-1%
CCOc1ccc2[nH]c(=O)c(C(c3nnnn3CCOC)N3CCOCC3)cc2c1 (configuration not stated)	-2.6%	-13%

Screening data from PubChem BioAssay.

This is a subset. The share of hits here may be higher or lower than overall.
